HCV inh: HCV inhibition; Huh7.5.1 HCVcc-Cre infection, luciferase reporter, 44 h; Potency, µM (highest dose often 41.8 µM), inactives show at the top dose activity change, negative = inhibition, actives largely listed as inhibitors; 340,000 compounds, 3.4% hits; AID 651820; further: potency means the concentration at half of the fitted maximal effect
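HCVcc-Cre virus at an moi near 0.5 was added right after compound to cells cultured 4 h from seeding (1,000 cells/well). Luciferase activity was determined 44 h later, 15 min after substrate addition at RT.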
FBPA Giardia inh: Giardia lamblia aldolase inhibition; 290,000 compounds, 0.71% hits; purified Giardia FBPA; Potency, µM (highest dose often 59.6 µM), for the others: top-dose activity, negative = inhibition, actives largely listed as inhibitors; AID 2451; A8B2U2; further: potency means the concentration at half of the fitted maximal effect; nearly all actives have a fitted effect of over 55% in size
Target sequence (A8B2U2 whole entry, looked up): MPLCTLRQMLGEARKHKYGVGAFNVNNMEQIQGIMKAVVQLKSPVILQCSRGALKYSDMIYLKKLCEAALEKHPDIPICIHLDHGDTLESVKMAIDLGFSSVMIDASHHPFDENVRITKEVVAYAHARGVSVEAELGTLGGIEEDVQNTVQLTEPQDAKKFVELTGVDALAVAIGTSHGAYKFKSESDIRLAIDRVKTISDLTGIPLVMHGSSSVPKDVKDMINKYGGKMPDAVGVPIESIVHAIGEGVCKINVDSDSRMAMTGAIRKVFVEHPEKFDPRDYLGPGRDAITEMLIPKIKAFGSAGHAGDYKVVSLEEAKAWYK
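Giardia FBPA (40 nM reagent) was preincubated 10 min at RT with compound (up to 57.5 uM final), then substrate plus GAPDH/TPI/NAD/arsenate coupling system with diaphorase/resazurin was added; resorufin fluorescence (525/598 nm) was read after 20 min.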
AmpC inh no detg: blocks E. coli AmpC beta-lactamase in detergent-free assay; P00811; AmpC nitrocefin hydrolysis, absorbance 480 nm, 0.0001% Triton; Potency, µM (titrated, usually from 57.1 µM), for the others: top-dose activity change, negative = inhibition, most hits filed as inhibitors; 330,000 compounds, 0.52% hits;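 further: potency means the concentration at half of the fitted maximal effect; plate controls were no compound for no effect and no enzyme for full effect; nearly all actives have a fitted effect of over 20% in size; some results filed as inactive show a strong effect at the top dose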
Target sequence (P00811 whole entry, looked up): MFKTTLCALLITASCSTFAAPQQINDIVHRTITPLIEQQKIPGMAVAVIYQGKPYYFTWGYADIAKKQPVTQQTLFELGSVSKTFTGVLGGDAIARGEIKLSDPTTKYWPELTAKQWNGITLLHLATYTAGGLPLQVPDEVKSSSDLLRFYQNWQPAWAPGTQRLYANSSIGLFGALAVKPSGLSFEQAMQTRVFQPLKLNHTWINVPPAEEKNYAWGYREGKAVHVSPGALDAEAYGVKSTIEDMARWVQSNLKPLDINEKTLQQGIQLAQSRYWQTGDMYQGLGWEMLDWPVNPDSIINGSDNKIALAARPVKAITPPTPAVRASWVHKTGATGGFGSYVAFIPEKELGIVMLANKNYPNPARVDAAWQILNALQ
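AmpC (5.3 nM in the dispensed reagent) in 20 mM phosphate pH 7.0 with 0.01% (detergent screen) or 0.0001% Triton X-100 was preincubated with compounds for 15 min at room temperature. Nitrocefin was then added from an 800 uM solution, and hydrolysis was followed at 480 nm.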
HCMV antiviral: human cytomegalovirus inhibition. 410,000 compounds, 4.5% hits. AID 1259415. HFF cells, HCMV-luciferase reporter, 72 h; hits give low values. activity change, negative = inhibition, % at 57.5 µM; in the data active means activity change below about -60%; inconclusive means no clear call, values can overlap the other calls; inactive means above about -39%
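Compounds were evaluated in HFFs infected with an HCMV luciferase reporter virus (MOI 1 PFU/cell). Luciferase in lysates collected 72 h post infection served as the replication measure.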
Sm TGR inh: S. mansoni TGR enzyme inhibition; Q962Y6; purified TGR, DTNB reduction, TNB absorbance 405 nm; Potency, µM (titrated, usually from 114 µM), for the others: top-dose activity change, negative = inhibition, most hits filed as inhibitors; 360,000 compounds, 3% hits; further: potency means the concentration at half of the fitted maximal effect; nearly all actives have a fitted effect of over 60% in size
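First, TGR (20 nM dispensed) and NADPH were mixed with compound. Second, a 15 min room-temperature incubation followed. Third, further NADPH and then DTNB were added to start the reaction. Finally, TNB absorbance was monitored kinetically.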
AmpC inh detg: blocks E. coli AmpC beta-lactamase in detergent assay | P00811 | AmpC hydrolysis of nitrocefin, absorbance 480 nm, 0.01% Triton | Potency, µM (top dose mostly 114 µM), without a hit: at the top dose activity change, negative = inhibition, actives largely listed as inhibitors | 370,000 compounds, 0.041% hits | AID 485294;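 further: potency means the concentration at half of the fitted maximal effect; 0% = no-compound wells and -100% = no-enzyme wells; nearly all actives have a fitted effect of over 25% in size; some results filed as inactive show a strong effect at the top dose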
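20 mM phosphate pH 7.0 + 0.01% (detergent screen) or 0.0001% Triton X-100; 5.3 nM AmpC reagent; cpd preinc 15 min RT; nitrocefin (800 uM stock) to start; A480 q20 s × 4 min; Activity was normalised to no-enzyme and no-compound control wells.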
* hit, by the source's call; [ ] = remark or other dose. Unless noted, the call rests on the fitted dose curve; in most records, active means well fitted curve in the direction sought with a large enough effect; inconclusive means small, poorly fitted or top-dose-only effect, or another doubt; inactive means no such curve, though single readings can be large; an effect the other way counts as inactive or inconclusive. Unless noted, on the % scale 0 is the no-effect control and ±100 the full control effect.

Screening O=[N+]([O-])c1cccc(N(CC2CO2)S(=O)(=O)c2ccccc2)c1 (configuration not stated) returned HCV inh -3%, FBPA Giardia inh 10%, AmpC inh no detg -12%, HCMV antiviral -5, Sm TGR inh -18% and AmpC inh detg 4%.
COc1ccc(CNC(=O)c2ccc3c(c2)N(Cc2c(F)cccc2Cl)C(=O)CS3)cc1 was read as HCMV antiviral -31, Sm TGR inh 1% and AmpC inh detg 7%.
Screening CC(C)NC(=O)c1nc2ccccc2s1 returned HCV inh 4%, FBPA Giardia inh 8%, AmpC inh no detg -14%, HCMV antiviral 14, Sm TGR inh 5% and AmpC inh detg -10%.
Screening O=C(Nc1ccc(Cl)cc1)c1cc2c(Cl)nc3ccccc3c2s1 returned HCMV antiviral -10, Sm TGR inh -11% and AmpC inh detg -6%.
`O=C1CC2(CCN(C(=O)COc3ccc(F)cc3)CC2)Oc2ccccc21` gave HCV inh inconclusive, AmpC inh no detg 15%, HCMV antiviral -29, Sm TGR inh -4% and AmpC inh detg inconclusive.
For COc1cccc(C(CC(=O)Nc2cccc3ccccc23)NC(=O)c2ccccc2)c1 (configuration not stated) the results were FBPA Giardia inh 6%, AmpC inh no detg -20%, HCMV antiviral inconclusive, Sm TGR inh -25% and AmpC inh detg -2%.
COc1ccc(C(CNC(=O)c2cc3ccccc3o2)N2CCCCC2)cc1 (configuration not stated) was read as HCV inh 16µM*, FBPA Giardia inh 1%, AmpC inh no detg -19%, HCMV antiviral 11, Sm TGR inh -28% and AmpC inh detg 3%.
For CN1CCN(C(=O)c2ccc3c(c2)N(Cc2ccc(F)cc2)C(=O)c2ccccc2S3(=O)=O)CC1 the results were HCMV antiviral -3, Sm TGR inh -2% and AmpC inh detg 18%.
For O=C(NCc1ccc(Cl)cc1)c1cc(-c2ccc(F)cc2)on1 the results were HCMV antiviral -9, Sm TGR inh 0% and AmpC inh detg 20%.
COc1ccc(-n2nnc(-c3nc(-c4ccccc4C)no3)c2N)cc1Cl was read as HCMV antiviral -7, Sm TGR inh 0% and AmpC inh detg -6%.
For CCN(CC)S(=O)(=O)c1ccc(N(C)C)c(NC(=O)CC(NC(C)=O)c2ccccc2)c1 (configuration not stated) the results were HCV inh 10%, FBPA Giardia inh 3%, AmpC inh no detg 41%, Sm TGR inh -5% and AmpC inh detg 2%.
For Nc1c(S(=O)(=O)c2ccccc2)cnc2c(-c3ccc(F)cc3)cnn12 the results were HCV inh 12%, FBPA Giardia inh 3%, AmpC inh no detg -29%, HCMV antiviral 26, Sm TGR inh 7% and AmpC inh detg 1%.
For Cc1noc(Cn2c(=O)c3ccccc3n(CC(=O)Nc3cc(Cl)ccc3C)c2=O)n1 the results were HCMV antiviral -20, Sm TGR inh 0% and AmpC inh detg 15%.
Screening Cc1n[nH]c(C)c1CCc1nc2c3ccccc3nc(SCC(N)=O)n2n1 returned HCV inh 19%, FBPA Giardia inh -3%, AmpC inh no detg 5%, HCMV antiviral 17, Sm TGR inh 1% and AmpC inh detg 0%.
CC(C)OCCCn1c(=O)c2ccccc2n2c(-c3ccccc3)nnc12 was read as HCMV antiviral -13, Sm TGR inh 25% and AmpC inh detg 18%.
CN1CCN(c2ccc([N+](=O)[O-])cc2C(=O)N2CCCCC2)CC1 was read as HCV inh -7%, FBPA Giardia inh 1%, AmpC inh no detg -11%, HCMV antiviral 12, Sm TGR inh 9% and AmpC inh detg -7%.
Screening c1ccc(Cn2ncc3c(Nc4ccccc4)ncnc32)cc1 returned HCV inh inconclusive, FBPA Giardia inh -5%, AmpC inh no detg -30%, HCMV antiviral 15, Sm TGR inh 5% and AmpC inh detg -5%.
Screening O=C(Nc1cccnc1)c1cc(-c2ccccc2)on1 returned HCV inh 12%, FBPA Giardia inh 2%, AmpC inh no detg -26%, HCMV antiviral 12, Sm TGR inh 1% and AmpC inh detg -9%.
Screening Nc1ccc2nc(CN3CCOCC3)[nH]c2c1 returned HCV inh 22%, FBPA Giardia inh inconclusive, AmpC inh no detg -1%, HCMV antiviral -9, Sm TGR inh -10% and AmpC inh detg -9%.
CN(C(=O)CSc1nc(O)cc(=O)n1C1CCCC1)c1ccccc1 was read as HCV inh 0%, FBPA Giardia inh -21%, AmpC inh no detg -11%, HCMV antiviral -18, Sm TGR inh 7% and AmpC inh detg -5%.
For O=C(NCC(c1cccs1)N1CCOCC1)c1ccc(Cl)cc1 (configuration not stated) the results were HCV inh 19%, AmpC inh no detg -1%, HCMV antiviral -31, Sm TGR inh -2% and AmpC inh detg -10%.
`Fc1ccc(-c2cc(C(F)(F)F)nc(NCc3cccs3)n2)cc1` gave HCV inh -9%, FBPA Giardia inh -3%, AmpC inh no detg -13%, HCMV antiviral 72, Sm TGR inh 0% and AmpC inh detg -17%.
`CC(=O)Nc1ccc(N=c2cc([N+](=O)[O-])cc(Cl)n2O)cc1` gave HCV inh 10µM*, FBPA Giardia inh -3%, AmpC inh no detg -12%, HCMV antiviral -85*, Sm TGR inh -29% and AmpC inh detg -7%.
c1n[nH]c(NC2=NCCC2)n1 was read as HCV inh -1%, FBPA Giardia inh 6%, AmpC inh no detg -13%, HCMV antiviral 1, Sm TGR inh 7% and AmpC inh detg inconclusive.
`COC(=O)Cc1c(C)c2ccc(OCC(=O)N(C)C)cc2oc1=O` gave HCV inh -2%, FBPA Giardia inh 4%, AmpC inh no detg -19%, HCMV antiviral -5, Sm TGR inh -21% and AmpC inh detg inconclusive.
For CCOc1cccc(CN2CCN(c3cccc(C(F)(F)F)c3)CC2)c1O the results were HCV inh -20%, FBPA Giardia inh inconclusive, AmpC inh no detg 11%, HCMV antiviral -13, Sm TGR inh -4% and AmpC inh detg -1%.
Cn1cc(C(=O)NCc2ccccc2F)cn1 was read as HCV inh 19%, FBPA Giardia inh -1%, AmpC inh no detg -13%, HCMV antiviral 4, Sm TGR inh 4% and AmpC inh detg -1%.
`NS(=O)(=O)c1ccc(CCNC(=O)Nc2ccc(Cl)c(Cl)c2)cc1` gave HCV inh inconclusive, FBPA Giardia inh -6%, AmpC inh no detg -30%, HCMV antiviral inconclusive, Sm TGR inh -12% and AmpC inh detg -1%.
O=C(CN(C(=O)CNC(=O)c1ccco1)c1ccc(F)cc1)NC1CCCC1 was read as HCV inh 20%, FBPA Giardia inh 1%, AmpC inh no detg -7%, HCMV antiviral 8, Sm TGR inh 6% and AmpC inh detg 5%.
Screening CCOC(=O)N1CCN(c2c(NCCc3ccc(C)cc3)c(=O)c2=O)CC1 returned HCV inh 6%, FBPA Giardia inh 1%, AmpC inh no detg -11%, HCMV antiviral -14, Sm TGR inh 3% and AmpC inh detg 5%.
Cc1cc(SCC(=O)OCC(=O)NCc2ccc3c(c2)OCO3)c(C)cc1Br was read as HCV inh 4%, FBPA Giardia inh 4%, AmpC inh no detg 2%, HCMV antiviral -8, Sm TGR inh 12% and AmpC inh detg -8%.
`Cc1ccc2cc3c(nc2c1)OCC3` gave HCV inh 15%, FBPA Giardia inh 0%, AmpC inh no detg -6%, HCMV antiviral 0, Sm TGR inh 1% and AmpC inh detg 5%.
CCOC(=O)c1sc2ncn(CC(=O)N(CC)CC)c(=O)c2c1C was read as HCV inh -2%, FBPA Giardia inh -1%, AmpC inh no detg 20%, HCMV antiviral -13, Sm TGR inh -20% and AmpC inh detg 3%.
Cn1c(NCCN)nc2c1c(=O)n(Cc1ccccc1)c(=O)n2C was read as HCMV antiviral -11, Sm TGR inh 1% and AmpC inh detg 2%.
For Cc1cc(OCC(=O)NCC(O)c2ccccc2)c2c3c(c(=O)oc2c1)CCCC3 (configuration not stated) the results were HCV inh -26%, FBPA Giardia inh 3%, AmpC inh no detg 32%, HCMV antiviral 2, Sm TGR inh 1% and AmpC inh detg -1%.
CCC(C)(C)NC(=O)CN(Cc1cccs1)C(=O)CCC(=O)Nc1nccs1 was read as HCV inh 5%, FBPA Giardia inh -19%, AmpC inh no detg 17%, HCMV antiviral 1, Sm TGR inh 5% and AmpC inh detg -1%.
Screening Cc1cc(C)c(NC(=O)CNC(=O)c2ccc3c(=O)n4c(nc3c2)CCC4)c(C)c1 returned HCV inh 2%, AmpC inh no detg -10%, HCMV antiviral 0, Sm TGR inh -14% and AmpC inh detg -9%.
Screening Cc1ccc2[nH]c(=O)c(CN(CCc3ccccc3)C(=O)N3CCOCC3)cc2c1 returned HCV inh 13%, FBPA Giardia inh 5%, AmpC inh no detg 3%, HCMV antiviral -2, Sm TGR inh -2% and AmpC inh detg inconclusive.
Clc1ccc(CSc2nnc(-c3ccc4c(c3)OCO4)o2)cc1 was read as HCV inh -6%, FBPA Giardia inh 8%, AmpC inh no detg -25%, HCMV antiviral 13, Sm TGR inh 5% and AmpC inh detg -2%.
`N#Cc1cccc(NC(=O)CN2C(=O)NC(Cc3ccccc3)C2=O)c1` (configuration not stated) gave HCV inh -1%, FBPA Giardia inh 2%, AmpC inh no detg -11%, HCMV antiviral 0, Sm TGR inh -1% and AmpC inh detg -3%.
O=C(CCC(=O)c1ccccc1)Nc1ccc(F)c(Cl)c1 was read as HCMV antiviral -7, Sm TGR inh -1% and AmpC inh detg -6%.
Screening C=CCNC(=O)Cc1ccc(S(=O)(=O)N2CCOCC2)s1 returned HCV inh -3%, AmpC inh no detg -10%, HCMV antiviral 5, Sm TGR inh -17% and AmpC inh detg inconclusive.
For Cc1c2cnn(CC(=O)N3CCC4(CC3)OCCO4)c(=O)c2c(C)n1Cc1ccc(F)cc1 the results were HCV inh -14%, FBPA Giardia inh -6%, AmpC inh no detg 66%[activator], HCMV antiviral -29, Sm TGR inh -34% and AmpC inh detg -10%.
`O=C(CCC(=O)Nc1ccc(F)cc1)N/N=C/c1ccc(Br)cc1` gave HCV inh -14%, FBPA Giardia inh -1%, AmpC inh no detg -28%, HCMV antiviral 26, Sm TGR inh -11% and AmpC inh detg -1%.
O=C(c1cccc([N+](=O)[O-])c1)c1ccc2[nH]c(=O)[nH]c2c1 was read as HCV inh -13%, FBPA Giardia inh -3%, AmpC inh no detg -14%, HCMV antiviral -26, Sm TGR inh -12% and AmpC inh detg -4%.

Not a retest: 4 of the compounds above.
Screening O=[N+]([O-])c1cccc(N(CC2CO2)S(=O)(=O)c2ccccc2)c1 (configuration not stated) returned HCV inh -3%, FBPA Giardia inh 10%, AmpC inh no detg -12%, HCMV antiviral -5, Sm TGR inh -18% and AmpC inh detg 4%.
COc1ccc(CNC(=O)c2ccc3c(c2)N(Cc2c(F)cccc2Cl)C(=O)CS3)cc1 was read as HCMV antiviral -31, Sm TGR inh 1% and AmpC inh detg 7%.
Screening CC(C)NC(=O)c1nc2ccccc2s1 returned HCV inh 4%, FBPA Giardia inh 8%, AmpC inh no detg -14%, HCMV antiviral 14, Sm TGR inh 5% and AmpC inh detg -10%.
Screening O=C(Nc1ccc(Cl)cc1)c1cc2c(Cl)nc3ccccc3c2s1 returned HCMV antiviral -10, Sm TGR inh -11% and AmpC inh detg -6%.

Screens deposited in PubChem by National Center for Advancing Translational Sciences (NCATS).
